Assay outcomes: PubChem BioAssay, several laboratories
Mdm2 ligase inh – MDM2-luciferase reporter signal enhancers, primary screen, MDM2 E3 ligase inhibitor project, cell-based, luminescence, 1536-well. E3 ubiquitin-protein ligase Mdm2 (Homo sapiens), Q00987. cell-based MDM2 ubiquitination luciferase reporter, 2 h; 0 = plate control, 100 = twice control, blank-subtracted. signal enhancement, % at 5 µM. hit rate 0.11% among 210,000. AID 1230, 2008;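 active = signal enhancement of 30% or more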;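 also: luminescence tracks abundance of the self-degrading MDM2-luciferase fusion protein; higher signal means inhibition of MDM2 E3 ligase activity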
Target sequence (Q00987 whole entry, looked up, the tested form may be a part): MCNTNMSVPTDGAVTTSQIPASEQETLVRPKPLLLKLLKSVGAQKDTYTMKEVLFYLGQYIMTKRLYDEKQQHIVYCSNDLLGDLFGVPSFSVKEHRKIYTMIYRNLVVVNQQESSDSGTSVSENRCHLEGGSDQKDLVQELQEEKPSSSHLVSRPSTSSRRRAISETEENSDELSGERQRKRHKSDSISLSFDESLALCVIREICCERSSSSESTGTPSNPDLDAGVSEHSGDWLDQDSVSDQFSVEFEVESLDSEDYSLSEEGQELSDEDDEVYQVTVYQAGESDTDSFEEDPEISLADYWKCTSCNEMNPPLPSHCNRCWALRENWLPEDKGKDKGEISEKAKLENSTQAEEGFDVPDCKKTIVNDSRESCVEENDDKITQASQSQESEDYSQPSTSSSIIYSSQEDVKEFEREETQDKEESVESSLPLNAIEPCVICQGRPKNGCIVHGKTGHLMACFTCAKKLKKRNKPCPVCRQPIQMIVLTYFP
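Buffer or medium: Cells held in DMEM | Assay system: Stable mammalian line carrying autodegrading MDM2–luciferase fusion reporter | Quantity: 2000 cells/well | Times: 4 h settle plus 2 h compound, 37 °C | Doses: One concentration, 5 µM, with 0.2% DMSO | Technique: Luminescence with SteadyLite reagent, 15 min at room temperature | Benchmarks: Plate controls and plate blanks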
m-calpain inh – inhibitors of pig calpain II, primary screen, biochemical, fluorogenic peptide substrate, 1536-well; inhibition, % at 16 µM; hit rate 0.37% among 220,000; AID 1236, 2008; purified calpain II, 30 min;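 active = inhibition above about 50%, limit read from the data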
KCC2 mod – KCC2 cotransporter modulators, thallium flux, primary screen, cell-based, HEK293 KCC2, FluoZin-2 fluorescence, MLSMR. hit rate 2.2% among 190,000. B-score of Tl+ flux slope (higher = more flux/activation; lower = inhibition) at 10 µM. AID 1456, 2008. KCC2 cells, thallium flux FluoZin-2 fluorescence. Solute carrier family 12 member 5 (Homo sapiens), Q9H2X9;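 active = thallium flux slope and its plate-corrected score both differing from the plate sample mean at a set confidence after two filtering rounds, in either direction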;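 also: slope of fluorescence scaled to starting intensity during 10 to 20 s after thallium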
EBV gp42 block – Epstein-Barr virus gp42 inhibitors, primary screen, biochemical, uHTS, fluorescence polarization; Fluorescence polarization binding assay, mP read-out; inhibition, % (tested at 21.74 µM); hit rate 0.42% among 220,000; AID 1085, 2008; in the data active = inhibition above about 50%
Target sequence (Q1HVG2 whole entry, looked up): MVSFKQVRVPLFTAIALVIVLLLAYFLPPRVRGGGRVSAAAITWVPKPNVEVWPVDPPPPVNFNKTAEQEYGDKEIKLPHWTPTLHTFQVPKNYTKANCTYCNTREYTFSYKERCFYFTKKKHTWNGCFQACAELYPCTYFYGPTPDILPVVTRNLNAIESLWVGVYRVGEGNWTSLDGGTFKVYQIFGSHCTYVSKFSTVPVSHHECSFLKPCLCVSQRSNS
Rad51 HR inh – human RAD51 strand exchange inhibitors, primary screen, biochemical, fluorescence; DNA repair protein RAD51 homolog 1 (Homo sapiens), Q06609; hRad51 DNA strand exchange, fluorescence dequenching; hit rate 0.085% among 200,000; inhibition, % at 10 µM; AID 1385, 2008;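 active = inhibition above 40% at the single screening dose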;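 also: 0% = DMSO control wells and 100% = blanks with heterologous ssDNA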
Target sequence (Q06609 whole entry, looked up): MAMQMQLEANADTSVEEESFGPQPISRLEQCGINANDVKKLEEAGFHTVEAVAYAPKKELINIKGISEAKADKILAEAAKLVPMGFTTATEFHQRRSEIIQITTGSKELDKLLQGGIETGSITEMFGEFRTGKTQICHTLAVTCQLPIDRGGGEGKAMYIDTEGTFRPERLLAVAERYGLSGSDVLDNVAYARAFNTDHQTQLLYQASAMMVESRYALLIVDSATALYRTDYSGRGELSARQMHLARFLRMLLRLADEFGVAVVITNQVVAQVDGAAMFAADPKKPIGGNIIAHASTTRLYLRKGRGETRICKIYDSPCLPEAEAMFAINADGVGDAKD
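Material: hRad51 filaments on single-stranded DNA; Reagent: Donor/quencher-labelled 47-bp dsDNA substrate; Compound: 10 µM final, single point; Schedule: 37 °C 15-min filament assembly, 30-min compound preincubation, 15-min exchange; Technique: FRET fluorescence, excitation 485 nm, emission 520 nm; Benchmarks: control wells and blank wells on each plate.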
eIF4E 4G PPI – eIF4E–eIF4G protein interaction inhibitors, primary screen, biochemical, uHTS, TR-FRET, eIF4GI fragment. inhibition, % at 21.7 µM. TR-FRET eIF4E-eIF4GI(517-606) binding, 2 h. Eukaryotic translation initiation factor 4E (Mus musculus) + Eukaryotic translation …. hit rate 0.37% among 220,000;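 active = inhibition above about 30%, limit read from the data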;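 also: 0% = full FRET control wells and 100% = background wells lacking eIF4GI fragment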
L929 necroptosis – inhibitors of zVAD-triggered necroptosis, primary screen, L929 cells; L929 zVAD necroptosis rescue, ATP luminescence, 24 h; with zVAD 60 µM; viability rescue, % at 10 µM; hit rate 0.38% among 220,000;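 active = activation, scaled between plate controls, above about 75%, limit read from the data; inactive = activation under that limit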;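 also: 0% = zVAD with DMSO and 100% = DMSO alone without zVAD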
TNF death inh – inhibitors of TNF-alpha triggered necroptosis, primary screen, cell-based, Jurkat FADD-/-, single concentration; Jurkat FADD-/- TNF necroptosis rescue, ATP luminescence, 24 h; 0 = TNF only, 100 = no-TNF cells; activation (protection from cell death), % at 10 µM; hit rate 0.068% among 220,000; AID 463075, 2010;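 active = activation, meaning protection from cell death, of at least 50% relative to plate controls; inactive = activation below 50%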;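 also: necroptosis triggered by 40 ng/mL TNF-alpha added together with compound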
PERK inh – block of dimerizer-induced PERK translation repression, primary screen, PERK inhibitor project, CHO PERK-DD cells, SEAP luminescence, HTS. AID 1416, 2008. hit rate 0.17% among 220,000. CHO PERK-DD fusion, SEAP luminescence translation reporter. inhibition, % at 5.6 µM. Eukaryotic translation initiation factor 2-alpha kinase 3 (Homo sapiens), Q9NZJ5;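 active = inhibition above the mean inhibition of all tested compounds plus 3 SD, set separately per screening campaign, cut at about 2.9% in these data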;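 also: PERK kinase domain activated by AP20187 dimerizer at 100 nM; 0% = DMSO with dimerizer and 100% = rapamycin at 8.4 µM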
Numbers without * were called inactive; x = no result given; [ ] = another dose, or the depositor's remark.

nr	SMILES	Mdm2 ligase inh	m-calpain inh	KCC2 mod	EBV gp42 block	Rad51 HR inh	eIF4E 4G PPI	L929 necroptosis	TNF death inh	PERK inh
1	COCCCNC(=O)c1ccc(N2CCOCC2)c(NS(=O)(=O)c2ccc(OC)cc2)c1	-3	0	1.9	-1	6	2	-0.6	0.6	-0.8
2	C/C(Cl)=C\Cn1c(Nc2cccc(C)c2)nc2c1c(=O)n(C)c(=O)n2C	-9	-6	x	-9	0	-6	1.5	-4.0	-1.2
3	Nc1ccc(N(CCO)CCO)cc1	-2	-39	0.75	-6	1	2	30	-2.9	0.3
4	CC(C)OC(=O)CCCCCN1C(=O)CSC1=S	-1	-18	1.6	6	-6	13	-0.3	-1.2	-0.1
5	COc1cc(/C=N/NC(=O)c2cccc(S(=O)(=O)N3CCCCC3)c2)cc(Br)c1O	2	-129	-1.6	-5	6	5	5.8	0.0	0.9
6	CCOC(=O)c1oc2ccc(S(=O)(=O)Nc3ccc4c(c3)n(C)c(=O)n4C)cc2c1C	-6	-44	-0.74	-15	0	11	-0.6	-6.6	0.1
7	O=C(COC(=O)c1ccccn1)Nc1c(Cl)cccc1Cl	-14	10	x	-30	0	-3	1.1	0.7	2.1
8	Cc1cccc(C)c1OCC(=O)Nc1ccc(NC(=O)c2ccco2)cc1	-10	-21	-0.24	2	x	-1	0.1	1.4	-0.2
9	COc1ccccc1N=Cc1c(O)c2ccccc2oc1=O	-16	-50	-1.8	9	-9	2	-0.1	-7.2	0.5
10	CN(CCC(=O)Nc1ccc(Br)cc1)Cc1ccccc1	-7	-2	x	-3	-4	-2	-0.2	3.4	-0.1
11	Cc1ccc2[nH]c3c(c2c1)CN(C(=O)CN1CCN(Cc2ccc4c(c2)OCO4)CC1)CC3	-21	-38	x	11	3	10[fluorescence artefact?]	9.0	-3.0	-0.3
12	CC(C)CCc1noc(CN2CCN(CC(=O)NC(C)C)CC2)n1	-14	-1	0.52	-12	x	5	0.1	-1.3	0.7
13	CC1CCN(S(=O)(=O)c2cccc(C(=O)N(Cc3ccccc3)c3ccccn3)c2)CC1	-8	-15	-1	8	x	-1	-0.9	-1.2	-0.9
14	Cc1cc(C)c2cc(C#N)c(N3CCCN(S(=O)(=O)c4ccccc4)CC3)nc2c1	x	x	-0.49	x	-2	x	0.2	-1.3	-0.2
15	O=C(OCCC1Oc2cccnc2NC1=O)c1ccc([N+](=O)[O-])cc1 (configuration not stated)	-15	-9	-0.028	-6	5	4	5.2	0.5	1.2
16	Cc1cccc(NC(=O)C(c2cccc([N+](=O)[O-])c2)N2CCCCC2)c1 (configuration not stated)	-10	32	-0.48	-14	-6	-12	-0.3	-0.9	1.1
17	O=C(O)C1CCN(S(=O)(=O)c2ccc3c(c2)OCCCO3)CC1	-5	-13	0.29	-1	-4	1	1.4	0.7	0.3
18	O=C(NC1CCCCC1)N1CCC(n2cnc3ccccc32)CC1	-20	-59	0.17	-8	2	-1[fluorescence artefact?]	0.8	-0.8	-0.1
19	Cc1nn(-c2ccccc2)c(N2CCCCC2)c1/C=N/NC(=O)c1ccncc1	-16	7	-0.0084	4	-12	0	0.5	-1.7	-1.9
20	CCC(=O)Nc1nnc(-c2ccc(Cl)s2)o1	-6	-1	2.9	1	23	-1	0.3	1.5	0.7
21	COC(=O)c1c(NC(=O)c2cccnc2Cl)sc(C(=O)N(C)C)c1C	-15	18	-0.27	3	3	-9	0.3	-0.4	-0.3
22	C[C@@H]1C(=O)O[C@@H]2CC34[C@H]5C[C@@H](C(C)(C)C)C36[C@H](OC(=O)[C@@H]6O)OC4(C(=O)O5)[C@@]12O (some centres not stated)	x	-8	-0.71	-10	-14	0	3.3	1.4	0.0
23	O=C1C(Nc2ccccc2)=C(NS(=O)(=O)c2ccccc2)C(=O)c2ccccc21	x	8	0.63	6	x	0[fluorescence artefact?]	0.9	0.4	0.8
24	Cc1cc(C)n(-c2ccc(C(=O)OCC(=O)Nc3ccc(S(=O)(=O)N4CCOCC4)cc3)cc2)n1	5	13	-3	-7	-7	4	0.3	-2.0	2.0
25	COc1ccccc1N1CCN(C(=O)c2coc(=O)c(Br)c2)CC1	-8	-7	-1.1	-10	-8	-3	-0.9	-1.2	0.2
26	O=C(Nc1ccc(Cl)cc1)c1ccc2nsnc2c1	-17	3	1.1	3	13	-3	1.4	0.3	0.4
27	CC(=O)Nc1cccc(-n2nnc(SCC(=O)c3ccccc3)n2)c1	1	-20	-2.3	2	11	1	0.1	-1.0	-0.1
28	Cc1nn(C)cc1NC(=O)CC12CC3CC(CC(C3)C1)C2	-12	31	1.9	14	-10	-3	1.0	-0.5	-0.1
29	Cc1nn(C)cc1CNC(=O)Nc1cccc(Cl)c1	-19	6	x	0	2	-3	0.2	1.0	-1.4
30	CCCCNC(=O)Cn1cnc2ccc(S(=O)(=O)N3CCC(C)CC3)cc2c1=O	-22	9	0.34	-6	x	2	-0.2	2.2	1.0
31	Cc1c(S(=O)(=O)N2CCOCC2)c(=O)n(C)c(=O)n1C	-25	-24	0.6	-14	-7	0	0.6	-0.1	2.0
32	CC(C)CCn1c(Sc2nc3ccccc3s2)nc2c1c(=O)[nH]c(=O)n2C	-5	24	-0.0049	-18	1	0[fluorescence artefact?]	0.1	-2.2	-1.2
33	CC(=O)NC(Cc1ccccc1)C(=O)OCC(=O)c1ccc(F)cc1 (configuration not stated)	3	-8	-1.4	-6	x	1	-0.3	0.0	0.2
34	Cc1nnsc1C(=O)NNc1ccc(C(C)(C)C)cc1	-5	-17	0.072	-13	20	-4	-0.1	-6.4	0.4
35	O=C(CCNc1n[nH]c(=O)[nH]c1=O)N/N=C/c1ccc(C(F)(F)F)cc1	-2	-11	-0.15	-10	8	-1	1.8	-0.4	0.9
36	CCOCCCNC(=O)C1CCN(c2cc(C)nc3c(-c4ccc(OC)c(OC)c4)c(C)nn23)CC1	0	-20	-0.94	-18	1	11	1.5	-2.6	-0.3
37	Cc1cc(C(=O)CSc2n[nH]c(N)n2)c(C)n1-c1ccccc1	x	-67	0.2	-5	x	-21	-0.7	-5.7	1.2
38	CCC(C)[C@H](NC(=O)Nc1cccc(Br)c1)C(=O)OC (some centres not stated)	11	7	-0.4	5	-7	20	0.8	2.5	0.4
39	COCc1cc(=O)[nH]c(-c2csc(C)n2)n1	-13	-4	0.013	-4	13	1	1.0	4.4	1.8
40	COc1ccccc1Nc1c([N+](=O)[O-])cc(C)cc1[N+](=O)[O-]	-9	2	-0.3	-2	17	-1	-0.1	-0.6	0.9
41	CC(=O)N1CCC2(CC1)C/C(=N\NC(=S)Nc1ccc(C)cc1)c1cc(O)ccc1O2	-16	-141	-1.3	2	20	-1	1.2	2.1	1.0
42	COc1ccc(C(=O)/C=C/c2cc(C(=O)O)cc3c2OCOC3)c(O)c1	x	32	-1.7	-14	7	7	0.3	-8.1	0.4
43	COC(=O)CN(c1ccc(C)cc1)S(=O)(=O)c1ccc(F)cc1	-13	19	-0.0084	-8	-7	-1	-1.4	-0.2	0.1
44	Cc1cc(C)cc(NC(=S)N(CCN(C)C)C(C)c2cccnc2)c1 (configuration not stated)	-7	29	0.67	-2	6	-3	3.1	1.1	0.3
45	C/C(CC(=O)Nc1ccc(C)c(Cl)c1)=N\NC(=O)c1ccncc1	15	-16	-0.035	5	6	2	1.6	2.6	1.6
46	O=C(CSc1nnc(-c2ccc(OC(F)F)cc2)o1)N1CCOCC1	-13	1	x	-6	-2	2	1.3	-0.4	1.4
47	Cc1cc(-c2nc(C)c(C(=O)NNS(=O)(=O)c3ccc(Cl)cc3Cl)s2)no1	-4	30	-0.31	-10	8	10	0.8	1.9	-0.6
48	CCOC(=O)c1ccccc1NC(=S)N1CCCCC1	-1	-4	0.26	-3	23	-3[fluorescence artefact?]	0.0	1.3	0.3

Arranged by value in KCC2 mod (ascending): 3 of the compounds above
| # | molecule | KCC2 mod |
| --- | --- | --- |
| 45 | C/C(CC(=O)Nc1ccc(C)c(Cl)c1)=N\NC(=O)c1ccncc1 | -0.035 |
| 43 | COC(=O)CN(c1ccc(C)cc1)S(=O)(=O)c1ccc(F)cc1 | -0.0084 |
| 48 | CCOC(=O)c1ccccc1NC(=S)N1CCCCC1 | 0.26 |

Further records
nr	SMILES	Mdm2 ligase inh	m-calpain inh	KCC2 mod	EBV gp42 block	Rad51 HR inh	eIF4E 4G PPI	L929 necroptosis	TNF death inh	PERK inh
49	COc1cc2cc(C(c3nnnn3C3CCCC3)N3CCCCCC3)c(=O)[nH]c2cc1OC (configuration not stated)	-8	-136	1.6	-26	5	-3	0.6	3.3	-0.2
50	O=C(O)c1ccc(-n2c(O)c(C=C3N=c4ccccc4=N3)sc2=S)cc1	-9	10	0.72	-7	6	-2	-0.3	1.4	2.6
51	O=c1c2ccccc2nc2n1C(CSCc1cccc(C(F)(F)F)c1)CS2 (configuration not stated)	-11	-2	-0.42	-1	0	-6	-0.2	-10	-0.8
52	O=c1oc2ccccc2n1Cc1cccc(Cl)c1	-7	-10	-0.91	-1	-6	6	-0.7	0.3	0.5
53	CCc1ccc(C(=O)COC(=O)c2cccnc2Cl)cc1	-20	-11	-2.5	-22	19	3	2.2	0.3	0.6
54	O=C(O)CC(C(=O)OC1CCCCC1)N1CCOCC1 (configuration not stated)	-15	-3	-0.11	-3	-5	5	-0.5	-0.3	0.2
55	C/C(CC(=O)Nc1cccc(Cl)c1C)=N\NC(=O)Cc1csc(N)n1	-16	-21	-0.013	4	11	-5	0.7	0.3	0.7
56	COc1ccc(CCNC(=O)/C(C#N)=C2\N=C(NC(=O)c3cccs3)c3ccccc32)cc1	-2	-8	-0.062	-11	-10	1	0.6	0.1	0.8
57	O=C(NCc1ccc(Cl)cc1)c1ccc(COCC(F)(F)F)o1	10	-33	0.076	0	2	2[fluorescence artefact?]	-0.1	0.3	0.5
58	Cn1c(=O)c2c(O)c(C=NCc3ccccc3)c(=O)n(C)c2n(C)c1=O	12	-15	-0.42	-7	6	-3	0.6	1.5	1.4
59	COc1ccc2[nH]cc(CCNC(=O)C3CCCNC3=O)c2c1 (configuration not stated)	-12	-4	x	0	-4	1	0.2	0.7	0.3
60	CCOC(=O)C(NC(=O)c1ccccc1)(OCc1ccccc1)C(F)(F)F (configuration not stated)	-14	18	1.6	11	-7	5	0.2	6.1	-0.6
